ELG1 repair inh = qHTS screen for small molecules that inhibit ELG1-dependent DNA repair in human embryonic kidney (HEK293T) cells expressing luciferase-tagged ELG1; HEK293T ELG1-luciferase reporter, luminescence, 16 h; DNA damage induced by 5-fluorouridine; Potency, µM (doses to about 46.1 µM), for inactives: top-dose activity change, negative = inhibition, usual class: inhibitors; 330,000 tested, 2.3% active; also: potency is read from the fitted curve at half-maximal effect; % is scaled to controls: 0 for no effect and ±100 for the full control effect; nearly all actives have a fitted effect of over 55% in size
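In this reporter screen, reduction of luminescence relative to DMSO vehicle indicated activity. Compounds and 5-fluorouridine were added together to 2,000 cells per well, incubated for 16 hr at 37 °C, then developed with ONE-Glo.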
Rab9 promoter act = qHTS Assay for Rab9 Promoter Activators; Huh7 Rab9 promoter-luciferase reporter, luminescence, 24 h; Potency, µM (top dose mostly 9.22 µM), for the others: at the highest dose activation, negative = inhibition, actives largely listed as activators; 320,000 tested, 2.8% active; AID 485297, 2010; also: potency is read from the fitted curve at half-maximal effect; % of control where 0% means no effect; nearly all actives have a fitted effect of over 60% in size
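Stable Rab9-luc Huh7, 1500 cells/well, 2 h settle; cmpd in DMSO, 24 h, 37 °C/5% CO2; luciferase reagent 10 min RT; luminescence.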
KCNH2 3.1 block = qHTS for Inhibitors of KCHN2 3.1: Mutant qHTS | 340,000 tested, 0.95% active | AID 720553, 2013 | activity change, % (tested at about 1.8 µM) | U2OS KCNH2 3.1, thallium flux FluxOr; hits give low values;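 active = maximum activity change below -70%; inconclusive = maximum activity change from -70% to -50%; inactive = maximum activity change above -50%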;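 also: thallium influx rate constant from kinetic fluorescence after stimulation buffer; % is scaled to controls: 0 for no effect and ±100 for the full control effect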
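Virally transduced U2OS (3.1 isoform, 4 h infection in dark at RT) → overnight 37 C → FluxOr + Red40 in HBSS/HEPES, 45 min → stimulation buffer, 2 min kinetic read → rate constant vs DMSO controls.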
MBNL1-CUG inh = qHTS Assay for Inhibitors of MBNL1-poly(CUG) RNA binding; TR-FRET MBNL1-His/biotin-(CUG)12 binding, 665/545 ratio; Potency, µM (titrated, usually from 57.5 µM), for the others: at the highest dose activity change, negative = inhibition, actives largely listed as inhibitors; 280,000 tested, 0.036% active; active = well fitted inhibition curve with a large enough effect in the signal ratio, with a control signal flat, not every such curve was filed as active; inconclusive = small, poorly fitted or top-dose-only effect, or effect the other way, or a change in a side signal; inactive = no such curve, though single readings can be large or run the other way; the % refers to the signal ratio; also: potency is read from the fitted curve at half-maximal effect; % is scaled to controls: 0 for no effect and ±100 for the full control effect
Target sequence (Q9NR56 whole entry, looked up): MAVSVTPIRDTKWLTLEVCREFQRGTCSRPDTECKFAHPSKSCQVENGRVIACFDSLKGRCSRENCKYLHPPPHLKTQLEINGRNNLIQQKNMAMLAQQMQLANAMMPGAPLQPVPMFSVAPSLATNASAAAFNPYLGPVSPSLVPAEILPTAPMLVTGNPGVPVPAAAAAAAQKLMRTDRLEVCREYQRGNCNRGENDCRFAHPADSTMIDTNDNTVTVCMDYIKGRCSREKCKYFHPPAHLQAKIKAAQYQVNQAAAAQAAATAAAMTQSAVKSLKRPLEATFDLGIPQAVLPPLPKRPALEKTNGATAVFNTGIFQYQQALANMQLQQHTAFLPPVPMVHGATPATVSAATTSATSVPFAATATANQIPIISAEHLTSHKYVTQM
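His-tagged MBNL1 binding to biotinylated (CUG)12 RNA was measured by TR-FRET using terbium anti-His antibody (0.055 ng/ul final) and streptavidin-XL665 (5 nM final). Compounds were titrated 92 nM to 58 uM; 60 min at room temperature.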
VP16 counter = VP16 counterscreen qHTS for inhibitors of ROR gamma transcriptional activity | Drosophila S2 Gal4-VP16 UAS-luciferase, luminescence, 20 h | Potency, µM (series often up to 53.6 µM), without a hit: at the highest dose activity, negative = inhibition, usual class: inhibitors | 310,000 tested, 3.5% active | AID 2546, 2010;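 also: Gal4-VP16 expression switched on by copper sulfate through the metallothionein promoter; potency is read from the fitted curve at half-maximal effect; % is scaled to controls: 0 for no effect and ±100 for the full control effect; nearly all actives have a fitted effect of over 50% in size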
Mito fusion act = qHTS Assay for Small Molecule Inhibitors of Mitochondrial Division or Activators of Mitochondrial Fusion. S. cerevisiae fusion-defective mutant growth rescue, CellTiterGlo 48 h. Potency, µM (top dose mostly 46.1 µM), for inactives: at the highest dose growth rescue (activation), usual class: activators. 320,000 tested, 0.23% active. AID 485298, 2010;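 also: potency is read from the fitted curve at half-maximal effect; % of control where 0% means no effect; nearly all actives have a fitted effect of over 45% in size; temperature-sensitive fusion mutants such as fzo1-1 at 37 °C on non-fermentable ethanol glycerol medium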
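Read-out: ATP-based luminescence (CellTiterGlo, 10 min ambient) reporting growth of fusion-defective ts yeast after 48 hours at 37C on glycerol/ethanol YPEG medium in the presence of compound.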
RORgamma inh = qHTS for inhibitors of ROR gamma transcriptional activity | Nuclear receptor ROR-gamma (Mus musculus), P51450 | Drosophila S2 Gal4-RORgamma UAS-luciferase reporter, 20 h | Potency, µM (highest dose often 53.6 µM), for inactives: at the highest dose activity change, negative = inhibition, usual class: inhibitors | 310,000 tested, 5.4% active; also: potency is read from the fitted curve at half-maximal effect; % is scaled to controls: 0 for no effect and ±100 for the full control effect; nearly all actives have a fitted effect of over 60% in size
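Luminescence from a UAS-regulated Photinus luciferase reporter in stably transfected Drosophila Schneider cells is measured; decreased signal marks ROR gamma inhibition. Fusion expression is induced by 700 uM copper sulfate for 20 hr.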
NPC1 promoter act = qHTS Assay for NPC1 Promoter Activators; Huh7 NPC1 promoter luciferase reporter, 24 h; Potency, µM (series often up to 9.22 µM), without a hit: at the top dose activation, actives largely listed as activators; 320,000 tested, 2.4% active;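 also: potency is read from the fitted curve at half-maximal effect; % of control where 0% means no effect; nearly all actives have a fitted effect of over 60% in size; reporter is driven by a mutant NPC1 promoter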
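Cells: Huh7 expressing luciferase under the NPC1 promoter, 1500/well. Seeded 2 h, compound added, incubated 24 h at 37 °C. Luciferase reagent, 10 min ambient, then luminescence.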
FLuc counter = qHTS profiling assay for firefly luciferase inhibitor/activator using purifed enzyme and Km concentrations of substrates (counterscreen for miR-21 project); Luciferin 4-monooxygenase (Photinus pyralis), P08659; purified FLuc, Km substrates, luminescence inhibition; Potency, µM (doses to about 57.5 µM), without a hit: at the top dose activity change, negative = inhibition, hits mostly inhibitors; 360,000 tested, 6.9% active; AID 588342, 2011;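 also: potency is read from the fitted curve at half-maximal effect; plate controls were vehicle for no effect and reference inhibitor for full effect; nearly all actives have a fitted effect of over 55% in size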
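Biochemical qHTS of compounds, final roughly 60 µM downward over six points, against 10 nM purified firefly luciferase using Km concentrations of substrates (10 uM D-luciferin, 10 uM ATP) in Tris acetate pH 7.5 buffer; luminescence output.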
PKM2 act = qHTS Assay for Activators of Human Muscle isoform 2 Pyruvate Kinase | Pyruvate kinase PKM (Homo sapiens), P14618 | purified PKM2, Kinase-Glo ATP luminescence, activation; response scale: 0% is enzyme alone, no compound | Potency, µM (series often up to 57.5 µM), inactives show top-dose activation, most hits filed as activators | 260,000 tested, 0.34% active | AID 1631, 2009; also: potency is read from the fitted curve at half-maximal effect; % is scaled to controls: 0 for no effect and ±100 for the full control effect; nearly all actives have a fitted effect of over 55% in size
Target sequence (P14618 whole entry, looked up, canonical isoform): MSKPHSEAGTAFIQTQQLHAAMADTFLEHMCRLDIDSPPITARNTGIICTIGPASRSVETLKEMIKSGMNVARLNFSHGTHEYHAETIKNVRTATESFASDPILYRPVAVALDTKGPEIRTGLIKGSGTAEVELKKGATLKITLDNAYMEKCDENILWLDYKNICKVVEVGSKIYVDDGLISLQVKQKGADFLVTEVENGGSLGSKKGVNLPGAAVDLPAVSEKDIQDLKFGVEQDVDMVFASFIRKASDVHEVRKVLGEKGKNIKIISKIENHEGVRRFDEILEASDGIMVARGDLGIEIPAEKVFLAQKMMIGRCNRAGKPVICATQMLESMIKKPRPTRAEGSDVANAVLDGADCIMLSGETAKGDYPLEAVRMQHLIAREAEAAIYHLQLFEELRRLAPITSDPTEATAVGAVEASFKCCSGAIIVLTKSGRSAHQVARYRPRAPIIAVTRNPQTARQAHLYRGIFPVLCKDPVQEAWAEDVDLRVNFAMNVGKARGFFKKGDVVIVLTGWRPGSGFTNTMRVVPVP
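Kinase-Glo luminescence reports ATP generated from ADP (0.1 mM) and PEP (0.5 mM) by purified hPK-M2 after 1 h at room temperature, pH 7.2 imidazole buffer; intermediate enzyme activity allows detecting inhibitors and activators.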
Menin MLL FP TR = qHTS Assay for Inhibitors Targeting the Menin-MLL Interaction in MLL Related Leukemias: Competition With Texas Red Labeled MLL-derived Mutant Peptide; 270,000 tested, 0.23% active; O00255; AID 1768, 2009; Potency, µM (top dose mostly 61.6 µM), inactives show at the top dose FP activity change, negative = inhibition, usual class: inhibitors; Menin + Texas Red MLL mutant peptide, fluorescence polarization; active = well fitted inhibition curve with a large enough effect in the polarisation, with a control signal flat, not every such curve was filed as active; inconclusive = small, poorly fitted or top-dose-only effect, or effect the other way, or a change in a side signal; inactive = no such curve, though single readings can be large or run the other way; the % refers to the polarisation; also: potency is read from the fitted curve at half-maximal effect; % of control where 0% means no effect; many of its hits are not listed in these tables
Numbers without * were called inactive; ? = inconclusive; · = not tested or not shown; [ ] = dose if it differs, or a comment. Unless noted, calls follow the shape of the dose curve; as a rule, active = well fitted curve in the direction sought with a large enough effect; inconclusive = small, poorly fitted or top-dose-only effect, or another doubt; inactive = no such curve, though single readings can be large; an effect the other way counts as inactive or inconclusive.

item	canonical_smiles	ELG1 repair inh	Rab9 promoter act	KCNH2 3.1 block	MBNL1-CUG inh	VP16 counter	Mito fusion act	RORgamma inh	NPC1 promoter act	FLuc counter	PKM2 act	Menin MLL FP TR
1	CCOC(=O)c1ccc(-n2ccnc2)c(NC(=O)c2ccc(C(C)(C)C)cc2)c1	?	1.7%	-7.5	-2.5%	-19.7%	-4.3%	19.9%	-1.7%	-2.5%	6.1%	-3.1%
2	O=C(O)[C@H](Cc1ccccc1)N1C(=O)c2c(Cl)c(Cl)c(Cl)c(Cl)c2C1=O	8.8%	-5.1%	8.8	13.0%	-10.3%	-1.7%	-18.1%	1.0%	-11.6%	0.6%	26.9%
3	CCOc1ccc(N2C(=O)CC(N3CC(C)OC(C)C3)C2=O)cc1 (stereo unspecified)	3.9%	-3.8%	25.1	-6.5%	19.3%	-3.0%	48.9%	-0.5%	0.2%	-4.5%	2.5%
4	O=C(OCCOc1ccccc1)c1cccc(S(=O)(=O)N2CCOCC2)c1	-13.2%	4.0%	15.5	·	·	8.5%	·	-5.7%	2.8%	·	·
5	COc1cc(N2CN=c3s/c(=C\c4ccccn4)c(=O)n3C2)cc(OC)c1OC	-6.2%	-2.4%	-0.7	?	12.2%	-0.6%	-17.1%	5.7%	-8.1%	-11.2%	-16.9%
6	COCc1nc(-c2cc(OC)c(OC)c(OC)c2)no1	0.0%	-6.1%	4.3	0.1%	4.1%	0.7%	3.5%	-2.7%	1.1%	-1.5%	3.1%
7	CCCOc1ccc(Cn2cnc3ccccc32)cc1	-7.8%	-15.0%	-7.6	0.1%	?	-3.2%	15.8µM*	-5.9%	-11.4%	-11.7%	-7.0%
8	Cc1c(CCO)c(=O)oc2n[nH]c(-c3ccccc3)c12	15.0%	-3.9%	3.3	-1.2%	3.5%	0.1%	31.5%	-2.1%	-10.0%	·	5.6%
9	Cc1snc(SCC(=O)N/N=C(\N)COc2ccc(F)cc2)c1C#N	19.1%	0.8%	7.8	-6.5%	4.47µM*	3.5%	2.51µM*	-5.4%	-1.6%	-10.8%	1.8%
10	Cn1ncc(Oc2ccc([N+](=O)[O-])cc2)c(Cl)c1=O	?	-2.9%	11.8	?	-6.6%	1.1%	-12.3%	3.0%	-2.2%	1.4%	·
11	COc1ccc(N2C(=O)CC(Sc3ccccc3C(=O)O)C2=O)c([N+](=O)[O-])c1 (stereo unspecified)	5.2%	-4.4%	15.2	?	-7.3%	-12.7%	?	-0.2%	-13.4%	20µM*	?
12	Cn1c(=O)c2sccc2n2c(CCCC(=O)NC3CCN(Cc4ccccc4)CC3)nnc12	4.3%	0.0%	-0.8	-5.0%	-14.0%	-3.8%	-21.1%	-2.7%	1.2%	·	6.0%
13	COc1cccc(-c2ccc3ncnc(NCc4ccc5c(c4)OCO5)c3c2)c1	8.2µM*	0.6%	·	·	·	5.4%	·	3.0%	-21.1%	·	·
14	COc1cccc(NC(=O)CN(C)C(=O)c2ccccc2OCc2c(C)noc2C)c1	-4.0%	-3.9%	20.1	·	·	-3.6%	·	-1.3%	0.0%	·	·
15	O=C(NCCOC(=O)c1ccc(F)cc1)c1ccc(F)cc1	14.1%	-6.1%	16.3	-4.5%	-4.5%	5.1%	2.2%	-3.6%	4.9%	·	21.0%
16	Nn1c(SCC(=O)NC2CCCc3ccccc32)nnc1-c1cccs1 (stereo unspecified)	-6.3%	5.4%	18.3	-6.5%	-1.1%	1.0%	11.3%	1.4%	9.5%	-1.0%	-2.7%
17	CC1Cc2ccccc2N1C(=O)COC(=O)c1ccc(S(=O)(=O)N(C)C)cc1 (stereo unspecified)	1.1%	-5.0%	5.5	-13.1%	-5.3%	0.5%	-1.8%	0.9%	-1.2%	0.3%	0.1%
18	COC(=O)c1ccc(CN(c2ccc(C(=O)O)c(O)c2)S(=O)(=O)c2ccc(Cl)c([N+](=O)[O-])c2)cc1	-3.0%	-1.7%[1.84 µM]	-2.5	5.2%	-6.2%	2.8%	32.2%	-2.5%	-7.6%	·	?
19	O=C1CC(N2CCN(C/C=C/c3ccccc3)CC2)C(=O)N1Cc1ccc(N2CCCC2=O)cc1 (stereo unspecified)	?	1.4%	-2.2	-2.1%	-6.5%	-3.9%	22.1%	-6.9%	1.0%	-1.2%	0.5%
20	Clc1ccc(-c2n[nH]c3c2CCC3)c(Cl)c1	13.1%	-4.3%	-2.4	4.3%	-4.7%	2.5%	-25.3%	0.9%	1.3%	2.0%	-14.4%
21	COc1ccc(NC(=O)c2ccc3c(c2)NC(=O)CS3)cc1	?	15.4%	-8.1	·	·	-2.1%	·	17.8%	?	·	·
22	CCOc1ccc(-n2c(=O)[nH]cc(C(=O)Nc3ccc(OC)c(OC)c3)c2=O)cc1	12.0%	-5.6%	9.4	-25.6%	-0.3%	-6.1%	23.7%	-0.1%	?	-2.6%	20.7%
23	O=C(Nc1nnc(C2CC2)s1)c1cccc(S(=O)(=O)N2CC(c3ccccc3)CC2=O)c1 (stereo unspecified)	-7.9%	0.4%	15.6	2.0%	-6.8%	4.1%	-10.6%	-4.4%	?	0.5%	-1.0%[11.7 µM]
24	COc1ccc(CCNC(=O)C2CC(=O)N(c3ccccc3)C2)cc1OC (stereo unspecified)	16.1%	-0.4%	8.1	11.2%	-0.7%	-1.6%	19.8%	4.8%	-0.1%	-2.0%	-22.1%
25	Cc1ccc(NC(=O)Cn2c(=S)[nH]c3ccccc32)cc1	0.0%	13.4%	23.2	19.7%	28.8%	-1.9%	-4.1%	4.2%	?	3.5%	11.3%
26	Cc1cc(C)c(S(C)(=O)=O)c(Oc2cccc(Cl)c2)n1	-0.1%	1.6%	-12.9	?	2.1%	2.7%	-2.7%	-1.4%	1.8%	-1.3%	-7.9%
27	CCNC(=S)NNC(=O)c1cc(-c2cccc(OCC)c2)nc2ccccc12	?	17.1%	4.6	7.2%	?	-0.7%	12.6µM*	11.8%	1.35µM*	2.6%	?
28	COC(=O)c1cn[nH]c1NC(=S)Nc1ccc(C)cc1Cl	?	0.562µM*	-0.8	14.3%	3.55µM*	1.5%	2.82µM*	0.398µM*	0.379µM*	-2.7%	?
29	CCOc1ccccc1N1CCN(S(=O)(=O)c2cccs2)CC1	2.2%	1.4%	1.5	-1.2%	-2.4%	9.2%	-6.5%	0.6%	2.7%	7.7%	18.6%
30	COCCn1c(C)cc(C(=O)CSc2cc(C)c3ccccc3n2)c1C	-22.1%	11.0%	-7.7	?	-2.0%	17.5%	?	1.5%	13.5µM*	3.5%	-7.0%
31	COc1ccccc1NC(=O)c1ccc(NC(=O)CSc2nnnn2C)cc1	25.2%	-3.9%	1.0	-1.9%	-5.7%	-6.6%	?	0.4%	-3.2%	-6.2%	19.6%
32	CCOC(=O)CN(C(=O)CN1CCOCC1)c1ccc(Br)cc1	-0.2%	3.2%	0.9	7.2%	2.4%	-1.2%	4.1%	-2.3%	0.2%	-4.6%	-2.7%
33	CC(C)c1c(C#N)c(N)nc(SCC(=O)c2cc3ccccc3oc2=O)c1C#N	-12.7%	-5.8%	-7.3	9.4%	?	-1.2%	-25.1%	-0.1%	3.3%	2.9%	7.2%

Screening data (PubChem BioAssay)

A portion of the library, so the mix of outcomes need not match the whole.
